High-throughput results deposited in PubChem by Vanderbilt High Throughput Screening Facility.
AMPAR-TARP mod: modulators of GluA2-stargazin AMPA receptor complexes, primary screen, cell-based, membrane potential dye | Voltage-dependent calcium channel gamma-2 subunit (Mus musculus) + Glutamate receptor 2 … | HEK293 GluA2+stargazin, membrane potential dye (FDSS), glutamate EC50; hits were called plate by plate, in both directions | calls only at 30 µM | 40,000 tested, 3.5% active;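 active means any of four per-well response measures lying three or more SD from its plate-wide compound average, in either direction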
Target sequence (O88602 whole entry, looked up): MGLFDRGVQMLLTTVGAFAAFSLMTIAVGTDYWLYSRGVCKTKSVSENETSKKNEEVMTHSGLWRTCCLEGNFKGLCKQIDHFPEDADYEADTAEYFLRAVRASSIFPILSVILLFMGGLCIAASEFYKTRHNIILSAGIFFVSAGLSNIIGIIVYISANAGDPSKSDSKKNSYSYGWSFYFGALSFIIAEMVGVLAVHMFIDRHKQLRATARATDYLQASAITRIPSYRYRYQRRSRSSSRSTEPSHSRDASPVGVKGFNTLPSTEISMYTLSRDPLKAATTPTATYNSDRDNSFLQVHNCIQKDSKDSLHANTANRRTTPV
Target sequence (P19491 whole entry, looked up): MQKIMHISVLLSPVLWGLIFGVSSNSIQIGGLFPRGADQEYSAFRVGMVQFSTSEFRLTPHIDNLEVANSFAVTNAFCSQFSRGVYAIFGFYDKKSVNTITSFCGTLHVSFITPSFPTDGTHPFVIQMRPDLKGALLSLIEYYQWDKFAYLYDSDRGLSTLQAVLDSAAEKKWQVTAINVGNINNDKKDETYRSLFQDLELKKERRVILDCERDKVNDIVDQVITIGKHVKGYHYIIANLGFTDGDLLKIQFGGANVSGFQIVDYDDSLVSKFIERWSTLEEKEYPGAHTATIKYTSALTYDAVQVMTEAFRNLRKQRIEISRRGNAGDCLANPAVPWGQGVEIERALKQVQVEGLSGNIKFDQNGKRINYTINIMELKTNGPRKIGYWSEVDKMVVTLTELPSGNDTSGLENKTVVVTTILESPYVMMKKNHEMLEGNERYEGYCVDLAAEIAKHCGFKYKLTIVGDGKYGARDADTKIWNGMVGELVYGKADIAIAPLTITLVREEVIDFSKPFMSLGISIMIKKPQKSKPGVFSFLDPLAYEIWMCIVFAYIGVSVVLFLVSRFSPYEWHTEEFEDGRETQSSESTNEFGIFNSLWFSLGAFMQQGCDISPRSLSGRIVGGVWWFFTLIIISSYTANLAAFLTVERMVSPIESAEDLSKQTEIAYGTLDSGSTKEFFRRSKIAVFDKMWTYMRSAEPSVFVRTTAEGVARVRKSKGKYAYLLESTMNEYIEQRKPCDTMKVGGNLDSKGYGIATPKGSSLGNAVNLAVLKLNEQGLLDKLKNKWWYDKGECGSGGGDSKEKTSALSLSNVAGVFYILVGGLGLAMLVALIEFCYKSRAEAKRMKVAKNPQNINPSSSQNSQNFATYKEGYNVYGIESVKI
AMPAR-TARP mod agonism max-min: further read-out of AMPAR-TARP mod, marked with its call; compound max-min signal; compound-alone response (agonism);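 unitless range of fluorescence divided by baseline over first 100 seconds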
AMPAR-TARP mod glutamate slope: recorded beside AMPAR-TARP mod, whose call it bears; glutamate slope, % of max; measured here: glutamate response slope, % max;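 scaled per plate between vehicle wells and maximal 1 mM glutamate control wells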
* = called active by the depositor; i = inactive; + = active, no number; & = joins results of further samples.

SMILES	AMPAR-TARP mod	AMPAR-TARP mod agonism max-min	AMPAR-TARP mod glutamate slope
CN(C)C(CNC(=O)C(=O)Nc1ccccc1C#N)c1ccco1 (configuration not stated)	i	0.087	89
Cc1nc(N2CC(C)OC(C)C2)nc(Nc2ccc(F)cc2)c1[N+](=O)[O-] (configuration not stated)	i	0.084	61
CCc1ccc(S(=O)(=O)N2CCCN(CCn3nc(C)cc3C)CC2)s1	i	0.061	56
CN1CCN(n2c3c(c(SCC(=O)Nc4ccc5c(c4)OCCO5)nc2=O)CCCC3)CC1	i	0.11	51
O=C1C[N+]2(CCCCC2)CC(Cn2c3ccccc3c3ccccc32)O1 (configuration not stated)	i	0.1	59
COc1ccc(-c2ccc(=O)n(CCNS(=O)(=O)c3cc(C(F)(F)F)ccc3Cl)n2)cc1	i	0.076	65
Cc1ccc(S(=O)(=O)c2nc(-c3ccccc3)oc2N2CCC(C(N)=O)CC2)cc1	i	0.12	64
CCOC(=O)c1ccc(-n2c(C)cn3c4c(=O)n(CCc5ccccc5)c(=O)n(C)c4nc23)cc1	i	0.11	70
COc1ccc(CN2N=NC3C(=O)N(c4ccc(Cl)cc4)C(=O)C32)cc1Br (configuration not stated)	i	0.1	49
CNC(=O)CCc1csc(NC(=O)c2ccc(Cl)cc2)n1	i	0.089	63
CS(=O)(=O)N1CCC(CNC(=O)C(=O)NCc2ccc(F)cc2)CC1	i	0.11	53
O=C(NCCCn1nc(-c2ccc(F)cc2)ccc1=O)Nc1ccc(F)c(F)c1	i	0.18	48
O=C(NCC(O)(c1cccs1)C1CC1)C1(c2ccc(Cl)cc2)CCCC1 (configuration not stated)	i	0.056	65
CNC(=O)c1cn(-c2ccc(SCC(=O)Nc3ccccc3Br)nn2)cn1	i	0.13	58
COc1cccc(N2C(=O)N(c3cccc([N+](=O)[O-])c3)C3CS(=O)(=O)CC32)c1 (configuration not stated)	i	0.1	54

Continued, overlapping the part above by four compounds.
SMILES	AMPAR-TARP mod	AMPAR-TARP mod agonism max-min	AMPAR-TARP mod glutamate slope
O=C(NCCCn1nc(-c2ccc(F)cc2)ccc1=O)Nc1ccc(F)c(F)c1	i	0.18	48
O=C(NCC(O)(c1cccs1)C1CC1)C1(c2ccc(Cl)cc2)CCCC1 (configuration not stated)	i	0.056	65
CNC(=O)c1cn(-c2ccc(SCC(=O)Nc3ccccc3Br)nn2)cn1	i	0.13	58
COc1cccc(N2C(=O)N(c3cccc([N+](=O)[O-])c3)C3CS(=O)(=O)CC32)c1 (configuration not stated)	i	0.1	54
COc1ccc(S(=O)(=O)N2CCN=C2SCc2cccc(C(F)(F)F)c2)cc1	i	0.081	67
C#CCOCC1CCCN(S(=O)(=O)c2cc(C)c(Cl)cc2Cl)C1 (configuration not stated)	i	0.058	50
COc1ccc(CNC(=O)C(=O)Nc2cc(F)ccc2F)cc1	i	0.047	65
COC(=O)c1scc(-c2ccccc2)c1S(=O)(=O)Nc1cc(Cl)ccc1OC	i	0.094	51
O=C(Nc1ccccc1[N+](=O)[O-])C(=O)N1CCN(Cc2ccc3c(c2)OCO3)CC1	i	0.15	56
CCOC(=O)Cn1c(C2CC(=O)N(c3cccc(C)c3C)C2)nc2ccccc21 (configuration not stated)	i	0.054	66
Cc1ccc(Cn2c(=O)n(CCC(=O)NCc3ccc4c(c3)OCO4)c(=O)c3ccccc32)cc1	i	0.07	41
Cn1cccc1C(CNS(=O)(=O)c1cc(F)ccc1F)N1CCCCCC1 (configuration not stated)	i	0.064	46
Cc1ccccc1N1CC(c2nc3ccccc3n2CC(=O)N2CCOCC2)CC1=O (configuration not stated)	i	0.095	65
Cc1nc2n(c(=O)c1CCN1CCC(c3noc4ccc(F)cc34)CC1)CCCC2	i	0.09	69
CCC(C)NS(=O)(=O)c1cccc2nsnc12 (configuration not stated)	i	0.092	66
Cc1ccc(S(=O)(=O)NCCC(=O)Nc2ccc3c(c2)Cc2ccccc2-3)cc1	i	0.11	60
O=C(Cn1nc2ccc(SCc3ccc(Cl)cc3)nn2c1=O)NC1CCCCC1	i	0.11	70
CC(=O)N1CCc2c(sc(NC(=O)c3ccc(N(C)C)cc3)c2-c2nc3ccccc3s2)C1	i	0.058	32
C=C(C)CN1CCN(S(=O)(=O)c2ccc(C)c(N(C)S(=O)(=O)c3ccc(C)cc3)c2C)CC1	i	0.038	47
CCc1ccc(-c2ccc(=O)n(CC(=O)N3CCN(c4ccccc4)CC3)n2)cc1	i	0.043	48
COc1ccccc1C(=O)N1c2ccccc2CC1C(N)=O (configuration not stated)	i	0.061	38
O=C(Nc1nc(CCC(=O)N2CCCCC2)cs1)c1ccc[nH]c1=O	i	0.17	54
Nc1nc(Cl)nc(N2CCCCC2)c1[N+](=O)[O-]	i	0.12	69
O=C(Nc1ccc2c(c1)N(C(=O)c1ccco1)CC2)c1ccc2c(c1)OCO2	i	0.14	58
CC(=O)N1CC(C(=O)Nc2cc(C)ccn2)C1	i	0.094	57
COc1ccc(S(=O)(=O)N2CCC(C(=O)Nc3cccc4c3C(=O)NC4=O)CC2)cc1	i	0.1	51
O=C(NCCO)c1cc2c(=O)n3ccccc3nc2n1Cc1ccccc1	i	0.14	65
O=C(Cn1cc(-c2nnc(-c3ccco3)o2)c2ccccc21)Nc1ccccc1	i	0.094	59
CCCc1nnsc1C(=O)N1CCN(C(=O)c2cnn3ccccc23)CC1	i	0.12	56
CCOC(=O)C1=C(C)NC(=O)NC1c1cccc([N+](=O)[O-])c1 (configuration not stated)	i	0.071	54
CC(=O)Nc1cccc(NC(=O)CSc2ccc(NC(=O)c3cccs3)nn2)c1	i	0.074	43
CCC(C)NC(=O)C(=O)Nc1c2c(nn1-c1cccc(C)c1)CS(=O)(=O)C2 (configuration not stated)	i	0.073	95
O=C(c1ccco1)N1CCC(c2nnc(-c3ccco3)o2)CC1	i	0.11	46
COc1ccc(Cl)cc1NC(=O)CCc1csc(NC(=O)c2cccs2)n1	i	0.14	65

By substructure, the entries above containing a thiophene ring, fused or not (six)
SMILES	AMPAR-TARP mod	AMPAR-TARP mod agonism max-min	AMPAR-TARP mod glutamate slope
CCc1ccc(S(=O)(=O)N2CCCN(CCn3nc(C)cc3C)CC2)s1	i	0.061	56
O=C(NCC(O)(c1cccs1)C1CC1)C1(c2ccc(Cl)cc2)CCCC1 (configuration not stated)	i	0.056	65
COC(=O)c1scc(-c2ccccc2)c1S(=O)(=O)Nc1cc(Cl)ccc1OC	i	0.094	51
CC(=O)N1CCc2c(sc(NC(=O)c3ccc(N(C)C)cc3)c2-c2nc3ccccc3s2)C1	i	0.058	32
CC(=O)Nc1cccc(NC(=O)CSc2ccc(NC(=O)c3cccs3)nn2)c1	i	0.074	43
COc1ccc(Cl)cc1NC(=O)CCc1csc(NC(=O)c2cccs2)n1	i	0.14	65

More results
SMILES	AMPAR-TARP mod	AMPAR-TARP mod agonism max-min	AMPAR-TARP mod glutamate slope
CN(C)C(CNC(=O)C(=O)Nc1ccc(F)c(Cl)c1)c1ccco1 (configuration not stated)	i	0.076	96
COC(=O)c1ccc2nc(NC(=O)C3CCCCC3)sc2c1	i	0.027	40
O=C(Nc1ccc(Cc2ccncc2)cc1)c1ccc(-c2ccc([N+](=O)[O-])cc2Cl)o1	i	0.15	59
CS(=O)(=O)c1ccccc1NC(=O)c1ccccc1	i	0.052	39
O=C(c1cnccn1)N1CC(C(=O)N2CCN(c3ccc(C(F)(F)F)cn3)CC2)C1	i	0.043	39
O=C(NCc1cc(-c2ccco2)on1)C1CCCC1	i	0.066	48
COC(=O)N1CCC(CN)CC1	i	0.043	59
CC(C)(C)C(=O)NCCCN1CCOC(c2ccccc2)C1 (configuration not stated)	i	0.055	46
O=C(NCc1ccc2c(c1)OCO2)C(=O)NCC1CCN(c2cnccn2)CC1	i	0.096	60
O=S(=O)(c1ccc(Cl)c2ccccc12)N1CCCCC1	i	0.089	65
COc1ccc(-n2nnc(C(=O)Nc3ccccc3SC)c2C)cc1	i	0.088&0.049	53&131
COc1cccc(CC(=O)NCC2(O)CCCC2)c1	i	0.069	56
CCOc1ccc(-n2c(-c3ccccc3)cn3c4c(=O)[nH]c(=O)n(C)c4nc23)cc1	i	0.11	65
CNC(=O)C1Cc2ccccc2N1C(=O)COc1cccc(OC)c1 (configuration not stated)	i	0.045	45
CCOc1coc(C(=O)Nc2ccc(Cl)c(Cl)c2)cc1=O	i	0.13	48
COCC(C)(O)CNC(=O)c1cc(C)oc1C (configuration not stated)	i	0.087	66
CC(=O)Nc1ccc(NC(=O)c2nnn(-c3ccc(Cl)cc3)c2N)cc1	i	0.12	47
NC(=O)CSc1nc(-c2ccccc2)c(NC(=O)c2ccc3c(c2)OCO3)s1	i	0.041	48
COc1ccc(-c2ccc(S(=O)(=O)NCCc3ccccc3)cc2)cc1	i	0.096	53
COc1ccc(NC(=O)CCCS(=O)(=O)c2ccc(C)cc2)c2ccccc12	i	0.055	50
CN(C)C(CNS(=O)(=O)c1ccc(F)cc1F)c1ccco1 (configuration not stated)	i	0.073	70
CCc1cccc2sc(N(CCN3CCOCC3)C(=O)c3ccc4ncsc4c3)nc12	i	0.059	50
COCCn1c(-n2nc(C)cc2C)nc2c1c(=O)n(CC(N)=O)c(=O)n2C	i	0.059	46
COc1cccc(-c2nnc3ccc(OCCNC(=O)Nc4ccc(F)c(F)c4)nn23)c1	i	0.13	55
Cc1cc(C(=O)NCCC(O)c2cccs2)c(C)o1 (configuration not stated)	i	0.09	59
CCN1CC(c2nc3ccccc3n2Cc2cc(C)ccc2C)CC1=O (configuration not stated)	i	0.13	62
COc1ccccc1NC(=O)Cn1c(=O)c(CNc2ccc(C)cc2)cc2cc(OC)c(OC)cc21	i	0.13	52
C=CCN1C(=O)/C(=C\C=C2/SCCN2C)SC1=S	+	0.62*	90*
COc1ccc(S(=O)(=O)Nc2ccc(N3CCCCC3=O)c(C)c2)c(OC)c1	i	0.06	47
CCn1c(SCC(N)=O)nnc1-c1sc2cc(Cl)ccc2c1Cl	i	0.044	44
Cc1ccccc1Cn1cc(C(=O)Nc2c(C)cccc2C)ccc1=O	+	0.11*	61*
COc1ccc(C(=O)Nc2ccc(C)c(N3CCCCC3=O)c2)cc1	i	0.078	46
CCCCOc1ccc(C(=O)Nc2cccc(N3CCCC3=O)c2)cc1	i	0.081	54
COCCNC(=O)Cn1nc2c(c1NC(=O)c1ccc(Br)o1)CSC2	i	0.083	69
COc1ccc(OC)c2sc(N(Cc3ccncc3)C(=O)c3cccc(F)c3)nc12	i	0.12	65
C=C1C2(C(=O)Nc3cccc(C)c3C)CCC(C2)C1(C)C (configuration not stated)	i	0.03	42
CC(=O)c1ccc(C(=O)Nc2sc3c(c2-c2nc4ccccc4s2)CCN(C(C)C)C3)cc1	i	0.18	75
COc1cc(/C=C(\C#N)c2nc3ccccc3o2)cc(OC)c1OC	i	0.09	55
COc1ccc(-c2noc(CSc3nc4ccsc4c(=O)n3-c3ccccc3)n2)c(OC)c1	i	0.1	65
Cc1cc(=O)[nH]c(-n2nc(C)c(CCC(=O)NCc3cc(-c4cccs4)on3)c2C)n1	i	0.12	55
CCc1nnc(-c2ccc(NC(=O)c3ccco3)cc2)o1	i	0.11	60
CS(=O)(=O)N1CCCC1C(=O)N(CC1CCCO1)c1nc2c(Cl)cccc2s1 (configuration not stated)	i	0.1	56
O=c1oc2cc(O)ccc2cc1-c1ccc(Cl)cc1	i	0.059	57
COc1ccc(S(=O)(=O)CCCC(=O)Nc2ccccc2-c2nc3ccccc3s2)cc1	i	0.041	68
Cc1ccc(OCC(=O)Nc2ccc3c(c2)CCCN3S(=O)(=O)c2ccc(C)cc2)cc1	i	0.14	62
COc1ccc(S(=O)(=O)N2CCC(C(=O)Nc3ccccc3OC)CC2)cc1	i	0.11	47
COC(=O)c1ccc(C)c(-n2c(N)c(C(=O)Nc3ccccc3)sc2=S)c1	i	0.11	57
Cc1csc(C(=O)NCC2CCN(S(C)(=O)=O)CC2)c1	i	0.078	44
CN1CCCc2cc(C(CNC(=O)NC(C)(C)C)N(C)C)ccc21 (configuration not stated)	i	0.093	52
CC(=O)Nc1ccc(NS(=O)(=O)c2c(C)cc(C)c(N(C)S(C)(=O)=O)c2C)cc1	i	0.11	67
COc1ccc(C)cc1S(=O)(=O)NCCNc1cc(-n2cccn2)ncn1	i	0.085	61
O=C(CSc1nnc(-c2ccncc2)o1)Nc1cccc([N+](=O)[O-])c1	i	0.026	43
COc1ccc(OC)c(NC(=O)CSc2nnc(Cc3ccccc3)n2N)c1	i	0.075	54
CN(C(=O)c1cccs1)c1nnc(C23CC4CC(CC(C4)C2)C3)s1	i	0.055	30
COc1ccc(N(C)S(=O)(=O)c2ccsc2-c2nc(-c3ccc(OC)c(OC)c3)no2)cc1	i	0.077	61
CS(=O)(=O)N1CCCc2ccc(NC(=O)C(=O)NCc3cccs3)cc21	i	0.058	56
Cc1cc(C)cc(N2C(=O)N(Cc3cccc([N+](=O)[O-])c3)C3CS(=O)(=O)CC32)c1 (configuration not stated)	i	0.026	56
CCCCc1nc2sc3c(c2c(=O)[nH]1)CC(C)(C)OC3	i	0.079	35
COCC(C)(O)CNC(=O)c1cccs1 (configuration not stated)	i	0.094	58
COc1ccc(CN2C(=O)c3cccc4cccc(c34)C2=O)cc1S(=O)(=O)N1CCOCC1	i	0.076	37
Cc1ccc(NC(=O)C(=O)NCc2ccc(F)cc2)cc1N1CCCC1=O	i	0.042	46
Cc1ccccc1NC(=O)NCC1(O)CCc2ccccc21 (configuration not stated)	i	0.061	53
COc1ccc(NC(=O)c2ccc(=O)n(Cc3cccc([N+](=O)[O-])c3)c2)cc1	i	0.062	52

A portion of the library (hit frequency here may not be typical).
